# H9c2 TAG inh = inhibitors of triacylglycerol accumulation, primary screen, cell-based, uHTS, fluorescence, H9c2; H9c2 cells, Nile Red lipid (TAG) fluorescence; cells loaded with 200 µM oleic acid; inhibition, % at 12.5 µM; 230,000 tested, 0.66% active; AID 651582, 2012;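 active means pattern-corrected inhibition of lipid staining of at least 50% with the nuclear-stain viability signal not falling by more than 50%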;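 further: 0% = DMSO wells and 100% = triacsin C control wells; some results filed as inactive read as strong as hits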
# H9c2 TAG inh DAPI viability = recorded beside H9c2 TAG inh, whose call it bears; DAPI nuclei signal change (viability), lower = more cytotoxic, %;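 whole-well DAPI fluorescence read on a plate reader as a viability signal; minus 50 percent equals half of cells still viable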
# * = called active by the depositor.
SMILES,H9c2 TAG inh,H9c2 TAG inh DAPI viability
O=C(c1ccc(Cn2c(=O)[nH]c3ccccc3c2=O)cc1)N1CCN(c2ccccn2)CC1,-42,-4
COc1ccc(NC(=O)Cc2c[nH]c3ccccc23)cc1S(=O)(=O)N1CCOCC1,-15,7
Cc1cccc(NC(=S)NC(C)C(c2ccccc2)N2CCN(C)CC2)c1C (configuration not stated),9,-14
O=C(O)COc1ccc(NC(=O)c2ccc3c(c2)C(=O)N(C2CCCCC2)C3=O)cc1,19,-1
COc1cccc(N2C(=O)N(c3ccccc3Cl)C3CS(=O)(=O)CC32)c1 (configuration not stated),-9,14
COc1ccccc1N1CN(S(=O)(=O)c2ccc(C)cc2)c2nc3ccccc3nc21,-9,8
O=C(COc1ccccc1-c1ccccc1)N/N=C/c1cccnc1,4,0
CCOc1ccc(CCNC(=O)c2cnc(C)cn2)cc1OCC,11,2
COc1ccc(C2=NN(C(=O)CCC(=O)O)C(c3cccs3)C2)cc1OC (configuration not stated),-5,12
O=C(CCC(=O)N1CCSc2ccccc21)Nc1ccc(F)cc1,-6,9
Cc1ccc2nc(NC(=O)C3CCCN3C(=O)OC(C)(C)C)sc2c1 (configuration not stated),22,-1
C=C(CCC(=O)c1ccccc1)C(=O)c1ccccc1,12,-24
NC(=O)CCNC(=O)c1ccc(Cl)cc1,12,6
COc1ccccc1CN1CCCC(C(=O)N2CCCCC2)C1 (configuration not stated),-17,9
CCCO/N=C1/C(=O)N(c2ccccc2)c2ccccc21,-2,-15
O=C(C1=C[C@@H](c2ccc(Br)cc2)C[C@@H](OCCCCO)O1)N1CCN(Cc2ccc3c(c2)OCO3)CC1,-10,4
CC(=O)NCCSc1ccc(S(=O)(=O)N2CCCC2)cn1,-8,1
NC(=O)NCCC1=CCCCC1,-10,-9
O=S(=O)(Nc1ccc(-n2cnnn2)cc1)c1ccc(F)c(F)c1F,-5,4
COc1cc(NC(=S)NCCCN(C)C)c(OC)cc1NC(=O)c1ccco1,17,-9

# A few values from the list.
# H9c2 TAG inh DAPI viability, O=C(c1ccc(Cn2c(=O)[nH]c3ccccc3c2=O)cc1)N1CCN(c2ccccn2)CC1 is entered as -4
# H9c2 TAG inh DAPI viability, C=C(CCC(=O)c1ccccc1)C(=O)c1ccccc1 is entered as -24
# H9c2 TAG inh, COc1ccc(C2=NN(C(=O)CCC(=O)O)C(c3cccs3)C2)cc1OC (configuration not stated) is entered as -5
# H9c2 TAG inh DAPI viability, COc1ccccc1CN1CCCC(C(=O)N2CCCCC2)C1 (configuration not stated) is entered as 9
# H9c2 TAG inh, O=C(CCC(=O)N1CCSc2ccccc21)Nc1ccc(F)cc1 is entered as -6
# H9c2 TAG inh DAPI viability, COc1cc(NC(=S)NCCCN(C)C)c(OC)cc1NC(=O)c1ccco1 is entered as -9

# Remaining list, next part.
SMILES,H9c2 TAG inh,H9c2 TAG inh DAPI viability
CCOC(=O)C1=C(C)NC(=O)NC1c1ccc(N(C)C)cc1 (configuration not stated),2,5
COCCNC(=O)COc1ccc(Oc2ccccc2)cc1,-1,-8
CSCCC(NC(=O)c1ccccc1Br)C(=O)NCC(C)(C)N1CCOCC1 (configuration not stated),-4,56
Cn1ccs/c1=N\S(=O)(=O)c1ccc(C(C)(C)C)cc1,5,-9
COc1ccc(S(=O)(=O)N(C)C[C@H]2Oc3c(NC(=O)c4ccncc4)cccc3C(=O)N([C@H](C)CO)C[C@@H]2C)cc1,3,-1
O=C(OCC(=O)N1CCN(c2ccccc2)CC1)c1ccc2ncsc2c1,-6,-6
Clc1ccc(CN2CC[C@H]3C=CCc4cccc(c43)C2)cc1,-33,40
COc1cc(/C=N/NC(=O)c2cc(-c3cccc(Br)c3)nc3ccccc23)cc(OC)c1O,24,-2
COC(=O)c1ccc(COC(=O)CCNS(=O)(=O)c2ccc(C)c(C)c2)cc1,1,-9
CC(C)=CC(=O)N1CC[C@@H](N2CCN(c3ccccc3F)CC2)[C@H](O)C1,-10,3
C[C@H](NC(=O)CCCn1nnc2ccccc2c1=O)C(=O)O,-6,5
CCN(C(=O)COC(=O)c1sccc1C)c1c(N)n(Cc2ccccc2)c(=O)[nH]c1=O,7,-7
Cc1ccc(Sc2nc(-c3ccccc3)ccc2C#N)cc1,18,11
CCOc1ccccc1C(=O)NCC(=O)OCCOc1cccc(Cl)c1,-9,-2
CCOc1ccc(/C=C/C2=NNC(=O)CC2)cc1,14,-14
CCC(CC)C(=O)c1c[nH]c(C(=O)N2CCN(c3ccc(OC)cc3)CC2)c1,0,-6
COc1ccc(C(=O)COC(=O)CNC(=O)c2cccc(OC(F)F)c2)cc1,-12,18
C[C@H]1CN([C@@H](C)CO)C(=O)CCCn2nncc2CO[C@H]1CN(C)C(=O)Nc1ccnc(N2CCOCC2)c1,1,-8
COc1ccc(NC(=O)CSc2ccc3c4c(cccc24)C(=O)c2ccccc2-3)cc1,-29,-5
Cc1cccc(C)c1Nc1c(-c2ccccn2)nc2ccccn12,16,-10

# Three structures out of the list, sorted by formula weight, high to low.
SMILES,H9c2 TAG inh,H9c2 TAG inh DAPI viability
CCN(C(=O)COC(=O)c1sccc1C)c1c(N)n(Cc2ccccc2)c(=O)[nH]c1=O,7,-7
CCOc1ccccc1C(=O)NCC(=O)OCCOc1cccc(Cl)c1,-9,-2
CCOc1ccc(/C=C/C2=NNC(=O)CC2)cc1,14,-14

# Next part
SMILES,H9c2 TAG inh,H9c2 TAG inh DAPI viability
CCOc1ccc(-c2cc(C(=O)OC)nc3c2c(=O)n(C)c(=O)n3C)cc1,1,19
CCOc1ccccc1OCC(=O)Oc1ccc(C)c(C)c1,14,-15
CN1CCN(CC(=O)Nc2cc(N3CCOCC3)ccc2[N+](=O)[O-])CC1,18,-13
C=CC[C@@H](CC(=O)N(CCO)Cc1ccccc1)C(=O)N[C@@H](C)COC(=O)[C@@H](CC=C)Cc1ccc(F)cc1,22,7
COCCNC(=O)[C@@]1(C)C=C[C@@H](Cc2ccccc2)N1C(=O)c1ccccc1,21,7
O[C@H]1C[C@H](c2ccc(Cl)cc2)N(Cc2cccs2)C[C@@H]1n1cc(-c2ccc(F)cc2)nn1,8,9
COc1ccccc1NC(=O)[C@@H]1CCCN1S(=O)(=O)c1ccc(Cl)cc1,-21,8
O=C(/C=C/c1ccccc1)Nc1ccc(C(=O)N2CCCCC2)cc1,11,0
O=C(CCC(=O)n1ncc2ccccc21)NCc1ccccc1Cl,-24,-2
CCC1=NN(C(=O)c2ccc([N+](=O)[O-])cc2)C(O)(c2ccccc2)C1 (configuration not stated),5,-6
COc1ccc(C[C@H]2CN3C(=NC[C@@H]3Cc3ccc(O)cc3)N2CCNC(=O)c2ccc(C)c(Br)c2)cc1,62*,-4.4*
Nc1nc(N)c2cc([N+](=O)[O-])ccc2n1,-11,6
Cc1nnc(NC(=O)C2CCN(S(=O)(=O)c3ccc(F)c(F)c3)CC2)o1,3,-4
COc1ccc(S(N)(=O)=O)cc1C(=O)NNC(=O)C1COc2ccccc2O1 (configuration not stated),2,-2
CCCc1nnc(NC(=O)Cn2c(=O)oc3ccccc32)s1,-21,6
CC1(C(=O)Nc2cnc3ccccc3c2)CCN1Cc1ccc2ccccc2c1 (configuration not stated),7,6
Cc1ccc(C)c(NC(=O)C2=CCN(S(=O)(=O)c3ccc(F)cc3)CC2)c1,7,8
CNC(=O)C1CC(=O)N(c2ccc(OCC(=O)Nc3ccc(OC)cc3)cc2)C1 (configuration not stated),-87,1
Nn1c(Cc2ccccc2)nc2ccccc2c1=O,11,-9
Cc1ccc(NC(=O)c2ccc3c(c2)CCN3S(C)(=O)=O)cc1,-2,-12

# Grouped by structure, the compounds so far with a Cl atom.
SMILES,H9c2 TAG inh,H9c2 TAG inh DAPI viability
COc1cccc(N2C(=O)N(c3ccccc3Cl)C3CS(=O)(=O)CC32)c1 (configuration not stated),-9,14
NC(=O)CCNC(=O)c1ccc(Cl)cc1,12,6
Clc1ccc(CN2CC[C@H]3C=CCc4cccc(c43)C2)cc1,-33,40
CCOc1ccccc1C(=O)NCC(=O)OCCOc1cccc(Cl)c1,-9,-2
O[C@H]1C[C@H](c2ccc(Cl)cc2)N(Cc2cccs2)C[C@@H]1n1cc(-c2ccc(F)cc2)nn1,8,9
COc1ccccc1NC(=O)[C@@H]1CCCN1S(=O)(=O)c1ccc(Cl)cc1,-21,8
O=C(CCC(=O)n1ncc2ccccc21)NCc1ccccc1Cl,-24,-2

# Later entries
SMILES,H9c2 TAG inh,H9c2 TAG inh DAPI viability
Cc1ccc(NC(=O)CC2NCCNC2=O)cc1Cl (configuration not stated),-4,9
COCCCN(C(=O)Cc1coc2cc(C)c(C)cc12)c1c(N)n(Cc2ccccc2)c(=O)[nH]c1=O,8,-5
COc1ccc(C(=O)CN2C(=O)c3ccccc3S2(=O)=O)cc1,-5,3
Cc1csc(NC(=O)CSc2nc3nc(C)cc(C)n3n2)n1,-2,5
Cc1noc(C)c1CSc1nnc(-c2ccccc2)n1Cc1ccco1,1,-8
CCOC(=O)c1c(NC(=O)CSc2nncs2)sc(C)c1C,7,-2
COc1cc(C(=O)Nc2ccc3c(c2)OCO3)ccc1-n1cnnn1,18,-4
O=C(COC(=O)c1ccccc1)NCC1COc2ccccc2O1 (configuration not stated),4,5
O=C(c1ccco1)N1CCN(S(=O)(=O)/C=C/c2ccccc2)CC1,-1,9
CSCCC(NC(=O)c1ccco1)C(=O)NCC1CCCCC1 (configuration not stated),3,0
O=C(Nc1cccc2c1C(=O)NC2=O)c1cccnc1Cl,4,19
O=C(NN=Cc1cccc([N+](=O)[O-])c1)c1cccc2ccccc12,-2,4
CC(=O)Nc1cc(=O)c2cccnc2[nH]1,7,0
C[C@@]12C(=O)N(Cc3ccccc3)CC(=O)N1[C@H]1c3cc(Cl)ccc3OC[C@@H]1[C@@H]2c1ccccc1,-54,13
COc1ccc(S(=O)(=O)N(C)C[C@@H]2OCc3cnnn3CCCC(=O)N([C@@H](C)CO)C[C@@H]2C)cc1,39,-63
CC(=O)c1ccc(-c2cccc(-c3cc(=O)oc4ccc(C(C)(C)C)cc34)c2)cc1,-8,-12
O=C(Cn1cnc2c(nnn2-c2cccc(F)c2)c1=O)Nc1ccc2c(c1)OCCO2,-9,-2
COC1=NC2=NCCN2C(OC)=N1,4,1
C/C(=N\Nc1ncc(Cl)cc1Cl)c1ccccn1,-24,-33
O=C(NC(=O)c1ccccc1)OCCN1C(=O)c2ccccc2C1=O,-2,-7
CC1(C)COC(Cn2c3ccccc3c3ccccc32)O1 (configuration not stated),12,-1
O=C(NCCO)/C(=C\c1cccc([N+](=O)[O-])c1)NC(=O)c1cccs1,4,3
COc1cc(C(=O)OCC(=O)N2CCCCC2C)ccc1OCc1c(C)noc1C (configuration not stated),-9,4
Cc1ccc(NC(=O)c2ccc(S(=O)(=O)N3CCCCCC3)cc2)nc1,0,3
COc1ccc(O)c(/C=N/NC(=O)c2c(C)nnn2-c2nonc2N)c1,-12,-31
Cc1cc(NC(=O)c2c(-c3c(F)cccc3Cl)noc2C)no1,5,1
O=C(Nc1ccccn1)c1csc2c1CCCC2,5,4
CC(C)CC(C(=O)NC(C)(C)C)N(Cc1cccs1)C(=O)c1snc(C(N)=O)c1N (configuration not stated),-4,-7
O=C(NCc1ccccn1)c1ccc(OC2CCN(Cc3ccc(CO)o3)CC2)cc1,-2,0
Cc1ccccc1NC(=O)Cc1nc(COC(=O)c2ccc([N+](=O)[O-])cc2)cs1,-17,3
O=C(Nc1cc(C(F)(F)F)ccc1Cl)C(Sc1n[nH]c(=O)[nH]c1=O)c1ccccc1 (configuration not stated),9,-8
COc1ccccc1NC(=S)NCCc1ccc(S(N)(=O)=O)cc1,-5,0
O=C(Cn1sc2ccccc2c1=O)Nc1ccc(Cl)cc1,27,-17
Cc1cnc(C(=O)OCC(=O)c2cc(C)n(CCc3ccc(F)cc3)c2C)cn1,15,-14
CN(C)CCOC1(Cc2ccc(F)cc2)CCC(C(C)(C)C)CC1 (configuration not stated),30,5
CSc1cccc(NC(=O)CCNC(=O)c2ccco2)c1,-7,8
CC1CCc2c(nc3ncnn3c2N2CCN(c3ccccc3F)CC2)C1 (configuration not stated),-2,0
CCN(CC)CCN1C(=O)C(=O)/C(=C(/O)c2ccc(C)cc2)C1c1cccnc1 (configuration not stated),4,2
COc1cc(/C=N/NC(=O)c2cccnc2)cc(Br)c1O,6,0
COc1ccc2nc(C)cc(Nc3ccccc3OC)c2c1,23,0
COc1ccc(C(=O)NC(C(=O)NCc2ccccc2OC)C(C)C)cc1 (configuration not stated),-2,3
CCOC(=O)Cc1csc(NC(=O)c2ccc(C)cc2)n1,-16,10
CCOC(=O)N1CCC(NC(=O)CS(=O)(=O)Cc2nc(-c3cccc(OC)c3)oc2C)CC1,-9,-13
COc1c(NC(C)=O)c2c(c([N+](=O)[O-])c1OC)C(=O)OC2,0,-9
Cc1nc2ccc(NC(=O)N3CCSCC3)cc2s1,-3,0
CCCCc1nc(NCCN2CCOCC2)c(C#N)c2c1COC(C)(C)C2,-3,-9
CCN(CC(=O)Nc1ccc(OC)cc1)C(=O)c1ccc2c(c1)NC(=O)CS2,12,-6
CCN1C(=O)C(O)(CC(=O)c2c(C)coc2C)c2ccccc21 (configuration not stated),-22,13
Clc1ccccc1C1=Nn2c(nnc2-c2ccco2)SC1,-9,1
N#Cc1ccc(C(=O)NNC(=O)c2ccncc2)cc1,-7,-4

# These rows are one share of the data. The share of hits here may be higher or lower than overall.
